Mtb RmlCD inh – M. tuberculosis RmlC/RmlD inhibition; P9WH09+P9WH11; RmlC+RmlD coupled enzyme assay, percent inhibition; primary screen in compound mixtures; inhibition, % at 3.6 µM; AID 1533; 160,000 tested, 0.03% active; in the data active means inhibition mostly above about 34%, no sharp cut-off; inconclusive means no clear call, values can overlap the other calls; inactive means mostly below about 22%; further: some results filed as inactive read as strong as hits
Target sequence (P9WH09 whole entry, looked up): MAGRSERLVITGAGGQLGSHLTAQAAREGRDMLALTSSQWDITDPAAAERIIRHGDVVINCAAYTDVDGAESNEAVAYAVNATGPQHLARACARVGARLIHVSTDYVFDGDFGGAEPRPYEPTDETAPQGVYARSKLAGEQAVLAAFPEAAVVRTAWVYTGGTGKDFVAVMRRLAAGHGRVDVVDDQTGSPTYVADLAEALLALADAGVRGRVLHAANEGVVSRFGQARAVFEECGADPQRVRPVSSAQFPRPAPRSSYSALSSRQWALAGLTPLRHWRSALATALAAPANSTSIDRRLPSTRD
Target sequence (P9WH11 whole entry, looked up): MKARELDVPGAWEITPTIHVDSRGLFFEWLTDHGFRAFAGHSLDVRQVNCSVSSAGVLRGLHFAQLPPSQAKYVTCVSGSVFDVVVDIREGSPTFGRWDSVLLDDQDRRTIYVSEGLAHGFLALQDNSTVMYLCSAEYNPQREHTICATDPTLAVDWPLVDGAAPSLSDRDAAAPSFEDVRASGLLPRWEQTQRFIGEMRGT
M. tuberculosis GlmU – inhibition of mycobacterial GlmU enzyme – biochemical, glucosamine-1-phosphate acetyltransferase (AID 1376). M. tuberculosis GlmU acetyltransferase enzyme assay; higher % means a stronger effect. inhibition, %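 (tested at 30 µM in the primary screen)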; hits with a dose series show IC50 in µM. 220,000 tested, 0.25% active; in the data active means inhibition above about 13%; inconclusive means no clear call, values can overlap the other calls;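 further: 0% = complete reaction with vehicle and 100% = reaction without substrate; strong numbers were not always called active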
Numbers without * were called inactive; u = inconclusive; x = not tested or not shown.

SMILES	Mtb RmlCD inh	M. tuberculosis GlmU
Cc1cccc(-n2c(CNC(=O)COc3ccccc3)nnc2SCC(=O)Nc2nccs2)c1	14	x
CC[n+]1c(/C=C2\C=C(C)CC(C)(C)C2)sc2ccccc21	5	3.4%
CCC1(C)CC(C(CC(=O)O)c2ccc(C)cc2)CCO1 (configuration not stated)	2	1.0%
CCCC(=O)C1=C(O)C(C(=O)OC)C(C)(C)CC1=Nc1ccc(Br)cc1 (configuration not stated)	x	-4.3%
COC(=O)c1c(NC(=O)CC2Nc3ccccc3NC2=O)sc(C)c1C (configuration not stated)	x	3.6%
CCOC(=O)c1c(NC(=O)CSc2nnc(-c3ccccc3)o2)sc(C(C)=O)c1C	x	-2.9%
Cc1nc2nc(-c3ccc(Cl)cc3)[nH]n2c(=O)c1C	x	2.4%
Cc1ccc(NC(=O)CSc2nnc(NC(=O)c3ccc(S(=O)(=O)N4CCOCC4)cc3)s2)cc1	-9	5.8%
CC1=C(C(=O)OCC2CCCO2)C(c2ccccc2OC(C)C)C2=C(CC(c3ccco3)CC2=O)N1 (configuration not stated)	7	3.1%
CCC(C)n1c(=S)[nH]c2ccccc2c1=O (configuration not stated)	-6	-3.6%
Cc1ccc(C2CC(c3cccs3)=NN2C(=O)CSC2=NN3CCCC(=O)N=C3S2)cc1 (configuration not stated)	4	1.3%
Cc1ccc(S(=O)(=O)CCC(=O)OCc2ccccc2F)cc1	-10	-3.9%
O=C1NCCN/C1=C\C(=O)c1ccccc1	-10	1.7%
Cc1cc2nc(C3CCN(C(=S)NCC(C)C)CC3)[nH]c2cc1C	16	1.8%
CN1CCc2nc(SCc3ccccc3Br)c(C#N)cc2C1	-6	-4.2%
COc1ccc(Nc2ccnc(Nc3ccc(OC)cc3)n2)cc1	-10	1.9%
O=S(=O)(NC1CC1)c1ccc(S(=O)(=O)N2CCN3CCCC3C2)cc1 (configuration not stated)	7	2.6%
O=C(N/N=C/C=C/c1cccc([N+](=O)[O-])c1)C(O)c1ccccc1 (configuration not stated)	3	2.9%
CCn1cc(C(=O)OCC(=O)Nc2c(C)cccc2C)c(=O)c2ccc(C)nc21	2	-1.2%
COc1ccc(C(=O)Nc2cc3c(cc2OC)CCCC3)cc1Br	-4	x
Cc1cc(/C=C(\C#N)C(=O)NCCc2c[nH]c3ccccc23)c(C)n1C	-3	0.4%
CC(CCc1ccccc1)NC(=O)CNC(=O)COc1ccccc1 (configuration not stated)	-7	8.4%
N#CCSc1nnc(Cc2cccs2)n1C1CCCCC1	x	6.5%
Cc1cc(C(=O)COC(=O)CNC(=O)c2ccc(Cl)c(Cl)c2)c(C)n1Cc1ccco1	-9	0.4%
COc1cccc(/C=C/C(=O)OCC(=O)NCCC2=CCCCC2)c1	-13	-3.7%

Overlap with the part before: 7 entries, then new ones.
SMILES	Mtb RmlCD inh	M. tuberculosis GlmU
CCn1cc(C(=O)OCC(=O)Nc2c(C)cccc2C)c(=O)c2ccc(C)nc21	2	-1.2%
COc1ccc(C(=O)Nc2cc3c(cc2OC)CCCC3)cc1Br	-4	x
Cc1cc(/C=C(\C#N)C(=O)NCCc2c[nH]c3ccccc23)c(C)n1C	-3	0.4%
CC(CCc1ccccc1)NC(=O)CNC(=O)COc1ccccc1 (configuration not stated)	-7	8.4%
N#CCSc1nnc(Cc2cccs2)n1C1CCCCC1	x	6.5%
Cc1cc(C(=O)COC(=O)CNC(=O)c2ccc(Cl)c(Cl)c2)c(C)n1Cc1ccco1	-9	0.4%
COc1cccc(/C=C/C(=O)OCC(=O)NCCC2=CCCCC2)c1	-13	-3.7%
Cc1ccccc1/C=C\c1nc2ccccc2c(=O)n1Cc1ccccc1	-3	-0.1%
O=C(O)CCN1C(=O)C2C3C=CC(C3)C2C1=O (configuration not stated)	x	-0.3%
O=C(Cc1ccccc1)Nc1c(C(=O)N2CCCCCC2)cnn1-c1ccccc1	x	0.8%
CCCNC(=O)c1nn2cc(Br)cnc2c1Br	x	1.6%
COc1c(C)cc(Br)cc1C(=O)Nc1ccc(Cc2ccncc2)cc1	-3	0.7%
CC1(C)Cc2ccccc2-c2nnc(SCC(=O)N3CCc4ccccc43)n21	4	-1.2%
O=C(c1cc2nc(C3CC3)cc(C(F)(F)F)n2n1)N1CCCC1	9	5.2%
O=C(c1ccccc1)c1ccc(OCC(O)CNC2CCCc3ccccc32)cc1 (configuration not stated)	17	-3.9%
O=P(/C(=N/O)N1CCCCC1)(N1CCOCC1)N1CCOCC1	x	1.4%
CCC(=O)NC(NC(=O)CC)C(Cl)Cl	x	-3.1%
CCCCN1CN=C(Nc2nc3ccccc3o2)NC1	-2	2.4%
COc1ccccc1N1CCN(C(=O)c2ccc(NC(C)=O)cc2)CC1	-15	16%
Cc1ccc(-c2nnn(CC(=O)N(Cc3ccco3)C(C(=O)NC(C)(C)C)c3ccncc3)n2)o1 (configuration not stated)	x	6.5%
COc1ccccc1N1CCN(Cc2ccccc2Cl)CC1	13	5.6%
CCOC(=O)Cn1cc(/C=C/[N+](=O)[O-])c2ccccc21	5	0.5%
CC(=O)c1ccccc1NC(=O)CC1(CC(=O)O)CCCCC1	24	0.5%
Cc1ccc2nc(C)cc(C(=O)N3CCCC(CO)(Cc4ccccc4C)C3)c2c1 (configuration not stated)	-4	-4.1%
COc1ccc(-c2nc(NC(=O)c3nc4nccc(C)n4n3)sc2C)cc1	3	-1.5%
Cc1ccc(NC(=S)N/N=C2/CCCc3c(C)cc(C)cc32)cc1	-2	0.4%
O=C(O)c1ccc(Oc2c(C(F)(F)F)oc3cc(O)ccc3c2=O)cc1	4	-3.3%
CCc1ccc(S(=O)(=O)NCc2csc(-c3ccccc3)n2)s1	8	-4.3%
CCN(CC)c1ccc(/C=N/NC(=S)NC)c(O)c1	x	-3.4%
COC(=O)c1ccc(NC(=O)Cn2nc(C)cc2C)cc1	2	2.1%
O=C1CCc2cc(S(=O)(=O)N3CCC(C(=O)NCc4ccccc4Cl)CC3)ccc2N1	6	8.5%
CC1(C)CC(Nc2ccc(C(F)(F)F)cc2[N+](=O)[O-])CC(C)(C)N1	-6	-7.6%
O=C(Cc1ccc(-n2cccc2)cc1)NCc1cccs1	x	1.8%
Cc1ccc(S(=O)(=O)N(CC(=O)N2CCC(C)CC2)c2cccc(C)c2)cc1	-2	2.8%
COc1ccc(CCC(=O)Nc2ccc(C)c([N+](=O)[O-])c2)cc1	7	1.3%
CCN(CC)c1ccc(/C=N/O)cc1	17	0.4%
O=C(NC1=C(NC2CCS(=O)(=O)C2)C(=O)c2ccccc2C1=O)c1ccccc1 (configuration not stated)	x	-1.7%
O=C(COC(=O)CCS(=O)(=O)c1ccc(Cl)cc1)NC1CCCCC1	x	6.7%
Cc1cc(C)n(-c2nc(SCC(=O)N3CCCC3)c3c4c(sc3n2)CCCC4)n1	x	3.6%
C#CCn1c(S(=O)(=O)Cc2ccc(C)cc2)nc(-c2ccccc2)c1-c1ccccc1	3	-1.7%
O=C(c1ccc(Cn2cc(Br)cn2)o1)n1cccn1	6	-4.9%
Cc1ccc(NC(=O)CSc2ncc3ccccn23)cc1	7	-0.6%
Cc1cccc(NC(=S)Nc2ccccn2)c1	x	-9.9%
Cc1cccc2cc(C3CC(c4ccco4)=NN3S(C)(=O)=O)c(Cl)nc12 (configuration not stated)	13	0.2%
CCOc1ccc(-c2csc3ncn(-c4ccc(OC)cc4)c(=O)c23)cc1	9	1.5%
Cc1ccc2cc(C#N)c(N3CCCC3)nc2c1C	9	x
COc1ccc(OC)c(NC(=O)CN(c2ccc(C(C)C)cc2)S(=O)(=O)c2c(C)noc2C)c1	9	1.2%
O=c1c2ccccc2nc(-c2ccccc2)n1CCCn1ccnc1	-5	-2.6%
CCN(CC)S(=O)(=O)c1ccc(Oc2ccccc2OC)cc1	-6	0.0%
CCOC(=O)c1cc(-c2ccc(OC)cc2)n(CCC(=O)NC2CCN(Cc3ccccc3)CC2)c1C	3	4.7%
O=C(c1ccc(Cl)cc1)c1c[nH]cc1-c1ccccc1	x	0.7%
CCCCNCC(=O)Nc1ccc(NC(=O)CNCCCC)cc1	-11	-1.3%
COc1ccc(-c2noc(-c3ccccc3C(=O)N3CCOCC3)n2)cc1	-1	1.9%
Cc1ccc(S(=O)(=O)C(CCC(=O)c2ccc(Cl)cc2)C(N)=O)cc1 (configuration not stated)	11	5.0%
Cc1cc(NCCCn2ccnc2)n2nc(-c3ccc(F)cc3)cc2n1	-12	-2.7%
Cc1ccc2c(CC(=O)OCc3csc(C)n3)coc2c1	x	0.9%
CCOC(=O)c1ccc(CSc2nnc(N)s2)cc1	9	0.0%

More structures
SMILES	Mtb RmlCD inh	M. tuberculosis GlmU
CC(C)C(=O)NC(c1ccc(N(C)C)cc1)c1c(O)ccc2ccccc12 (configuration not stated)	-9	-1.6%
Cc1sc2nc(CN3CCOCC3)nc(Oc3ccc(NC(=O)c4ccco4)cc3)c2c1C	8	8.2%
COC(=O)c1cn(-c2ccccc2)nc1-c1ccncc1	2	2.9%
CC(C)CC1c2[nH]c3ccccc3c2CCN1C(=O)c1cnccn1 (configuration not stated)	x	0.4%
COc1ccc2c(c1)C(=O)CC(c1ccccc1F)O2 (configuration not stated)	10	x
CC(=O)OCc1cc(=O)n(C)c(=O)n1C	x	3.3%
COc1ccc(-c2noc(C)c2-c2ccc3ccccc3n2)c(O)c1	-10	-3.5%
Cc1cc(=O)n2c(C(=O)Nc3ccc(C)c(C)c3)c(C(=O)Nc3ccccc3)sc2n1	-11	-3.8%
COCCOC(=O)c1c(NC(=O)CSc2cccc[n+]2[O-])sc(C(N)=O)c1C	x	1.9%
COC(=O)C1CCN(Cc2ccc(OCCCN3CCN(c4ccc([N+](=O)[O-])cc4)CC3)cc2)CC1	-12	1.1%
O=C(/C=C/c1cccs1)N1CCC2(CC1)Oc1ccc(F)cc1C(=O)C21CC(c2ccc(Cl)cc2)=NO1 (configuration not stated)	x	-1.6%
O=C(C1CCCCN1S(=O)(=O)c1ccccc1)N1CCCCC1 (configuration not stated)	-6	5.8%
CCOC(=O)C1=C(C)Nc2sc(C(=O)c3ccc(Br)cc3)c(N)c2C1c1ccc(C(=O)OC)cc1 (configuration not stated)	5	0.0%
CCCCNC(=O)Cn1c(=O)n(C)c2ccccc21	x	8.9%
Fc1cccc(CN2CCN3CCCC3C2C2CCCCC2)c1 (configuration not stated)	-5	-1.3%
O=C(O)c1cccc(N/N=C/c2cccnc2)c1	-10	1.4%
CNS(=O)(=O)c1ccc(C(C)(C)C)cc1	-9	6.8%
CCSc1nnc(Cn2c(=O)sc3ccccc32)n1C	-8	-0.2%
CCCNC(=O)c1cnc(Sc2ncc(C(F)(F)F)cc2Cl)n1C	x	-0.9%
O=C(CSc1ccc(-c2ccncc2)nn1)N1CCCC1	-2	-5.7%
O=C(COc1ccc(Cl)cc1)NCc1cn2cc(Cl)ccc2n1	-8	1.1%
Cc1ccc(C2=C(c3ccc([N+](=O)[O-])cc3)C(=O)OC2)cc1C	-7	-4.6%
O=C(Cc1ccccc1F)Nc1nc(-c2cccs2)cs1	u	-1.8%
O=C(Nc1cccc(-c2cc3ccccc3oc2=O)c1)c1ccc(Br)o1	x	-2.6%
Cc1ccc2nc(-c3ccc(NC(=O)Cc4cccs4)cc3)[nH]c2c1	x	1.6%

Single records, from the list above. Screens in order: Mtb RmlCD inh | M. tuberculosis GlmU
O=C(Cc1ccccc1F)Nc1nc(-c2cccs2)cs1 across the screens: u | -1.8%
COc1ccc2c(c1)C(=O)CC(c1ccccc1F)O2 (configuration not stated) across the screens: 10 | x
CCCCNC(=O)Cn1c(=O)n(C)c2ccccc21 across the screens: x | 8.9%

The listing continues.
SMILES | Mtb RmlCD inh | M. tuberculosis GlmU
CN(C)N1C(N)=C(C#N)C(c2cccnc2)C2=C1CCCC2=O (configuration not stated) | x | 0.3%
CCn1nnc2c(=O)oc3ccccc3c21 | -15 | 0.4%
O=C1CC2(CCCC2)Oc2ccccc21 | x | -5.3%
Nc1nc(-c2ccc(Br)cc2)cc(C(F)(F)F)n1 | 8 | 1.8%
c1ccc(CN2CCN(c3ncnc4c3[nH]c3ccccc34)CC2)cc1 | -14 | -2.0%
COc1ccc(CN(Cc2ccccn2)C(=O)CN2C(=O)C(C)Oc3ccccc32)cc1 (configuration not stated) | 12 | -0.1%
Cc1c(Cl)cccc1NC(=O)CSc1nc2c(c(=O)[nH]1)CCCC2 | -3 | 2.3%
Cc1ncoc1C(=O)NCc1ccccc1Cl | -4 | 4.2%
O=C(CSCc1cccc(CSCC(=O)Nc2ccc3ccccc3c2)n1)Nc1ccc2ccccc2c1 | 2 | x
Cc1ccc2occ(/C=C/C(=O)O)c(=O)c2c1 | x | -0.2%
COc1ccc(S(=O)(=O)N2CCCCCC2)cc1N(C)S(=O)(=O)c1ccc(Cl)cc1 | x | 0.4%
COc1ccc(-c2cc(C3CC3)nc(SCC(=O)c3cccs3)c2C#N)cc1 | 9 | 0.1%
COC(=O)[C@H](CCSC)NC(=O)N1CCN(c2cccc(C(F)(F)F)c2)CC1 | 5 | -0.8%
CN(C)S(=O)(=O)c1cccc(-c2nnc(-c3ccccc3)o2)c1 | x | 1.3%
CC(=O)C(C)Oc1ccc(Cc2ncc(C(F)(F)F)cc2Cl)cc1 (configuration not stated) | -7 | 6.0%
CCN(CC)S(=O)(=O)c1cc(NC(=O)C(C)OC(=O)c2[nH]c(C)c(C(C)=O)c2C)ccc1C (configuration not stated) | -3 | 3.0%
Cc1ccc(SCC(=O)N2c3ccccc3Sc3ccccc32)cc1 | x | -1.6%

Bioassay records (PubChem BioAssay)

Some of the compounds tested (hit frequency here may not be typical).
